Screening data as filed in PubChem BioAssay.
LYPLA2 counter = LYPLA2 inhibitors, primary screen, counter-screen for PME1 inhibitor project, biochemical, fluorescence polarization, FP-Rh probe ABPP | inhibition, % at 5.9 µM | recombinant LYPLA2 | 320,000 tested, 0.38% active;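 active = inhibition above the screen-wide mean plus 3 SD, limit set per campaign, cut at about 26% in these data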;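 also: 0% = LYPLA2 with DMSO and 100% = wells lacking LYPLA2 enzyme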
Target sequence (O95372 whole entry, looked up): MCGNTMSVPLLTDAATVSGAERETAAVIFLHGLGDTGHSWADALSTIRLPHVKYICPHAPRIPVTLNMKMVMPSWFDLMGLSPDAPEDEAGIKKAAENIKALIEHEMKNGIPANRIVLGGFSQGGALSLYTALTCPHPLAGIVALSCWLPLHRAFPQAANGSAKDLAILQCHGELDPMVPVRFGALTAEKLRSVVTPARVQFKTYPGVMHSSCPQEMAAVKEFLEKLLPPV
TPT1 inh = Candida albicans TPT1 enzyme inhibitors, primary screen, biochemical, fluorescence polarization; recombinant caTPT1, FP RNA substrate dephosphorylation; inhibition, % at 5 µM; 300,000 tested, 0.81% active;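 active = inhibition above the mean of all tested compounds plus 3 SD, set per screening campaign, cut at about 24% in these data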;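 also: plate controls were DMSO alone for no effect and ferristatin control at 100 nM for full effect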
Efflux pump inh = inhibitors of Candida efflux pumps in yeast, primary screen, S. cerevisiae, Nile Red, multiplex; S. cerevisiae Candida pump triplex; inhibition, % at 10 µM; 330,000 tested, 0.44% active; AID 485275, 2010;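 active = plate passing quality check with inhibition over a set limit, or well fluorescence over plate mean plus 4 SD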;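 also: Nile Red retained in pooled yeast measured as flow cytometry median fluorescence; 0% = buffer negative control and 100% = Enniatin B positive control; higher means more Nile Red kept so more efflux inhibition; some compounds called inactive have numbers as strong as hits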
PP1 inh = PP1-alpha phosphatase inhibitors, primary screen, counter-screen for PP5 inhibitor project, biochemical, fluorescence, OMFP substrate, single point. Serine/threonine-protein phosphatase PP1-alpha catalytic subunit (Homo sapiens), P62136. purified PP1alpha. inhibition, % at 6.7 µM. 320,000 tested, 0.9% active;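 active = inhibition above the mean inhibition of all tested compounds plus 3 SD, computed separately for each screening campaign, cut at about 15% in these data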
PP5 inh = PP5 phosphatase inhibitors, primary screen, biochemical, fluorescence. AID 1987, 2009. purified PP5c, OMFP substrate fluorescence. Serine/threonine-protein phosphatase 5 (Homo sapiens), P53041. 320,000 tested, 0.18% active. inhibition, % at 6.7 µM;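 active = inhibition above the campaign's mean inhibition across all tested compounds plus 3 SD, cut at about 9.5% in these data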;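 also: 0% = DMSO only and 100% = 100 µM cantharidin control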
Target sequence (P53041 whole entry, looked up): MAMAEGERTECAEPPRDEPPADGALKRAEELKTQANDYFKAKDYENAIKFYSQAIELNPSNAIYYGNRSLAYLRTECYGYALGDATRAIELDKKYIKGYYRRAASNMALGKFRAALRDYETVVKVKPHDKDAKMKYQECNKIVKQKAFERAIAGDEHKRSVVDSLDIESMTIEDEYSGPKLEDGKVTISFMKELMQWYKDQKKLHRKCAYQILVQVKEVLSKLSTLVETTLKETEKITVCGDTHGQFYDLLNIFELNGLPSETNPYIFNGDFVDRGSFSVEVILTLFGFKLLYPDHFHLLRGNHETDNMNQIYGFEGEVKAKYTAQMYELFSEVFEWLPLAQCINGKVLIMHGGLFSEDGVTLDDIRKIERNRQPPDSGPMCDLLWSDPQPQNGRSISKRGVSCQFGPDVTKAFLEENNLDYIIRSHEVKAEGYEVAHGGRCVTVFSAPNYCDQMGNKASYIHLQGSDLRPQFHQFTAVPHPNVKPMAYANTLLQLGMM
Fh CTSL1 inh = Fasciola hepatica cathepsin L1 inhibitors, primary screen, counter-screen for PFM18AAP inhibitor project, biochemical, QFRET, fluorogenic peptide substrate. recombinant F. hepatica cathepsin L1, Z-Leu-Arg-MCA fluorescence. inhibition, % at 5.96 µM. 300,000 tested, 0.49% active. AID 1906, 2009;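 active = inhibition above the mean of all tested compounds plus 3 SD, set per screening campaign, cut at about 17% in these data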;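 also: 0% = plate median of test compound wells and 100% = 1 µM Z-Phe-Ala-diazomethylketone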
core dimer inh = inhibitors of HCV core protein dimerization, primary screen, biochemical, TR-FRET, high-throughput; inhibition, % at 5 µM; AID 1899, 2009; TR-FRET GST/Flag-core106 dimerization, 1536-well; 300,000 tested, 0.33% active;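 active = inhibition above the mean of all tested compounds plus 3 SD, set per screening campaign, cut at about 45% in these data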
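System: GST-tagged and Flag-tagged HCV core protein residues 1-106 / Input: core106 proteins, GST 13.5 nM and Flag 17 nM / Buffer or medium: KF-containing HEPES buffer, pH 7.45, DTT, CHAPS, BSA / Probe or stimulus: Eu-anti-GST and XL665-anti-Flag labelled anti-tag antibodies / Schedule: 4 h, 22.5 °C incubation / Technique: TR-FRET 671 and 617 nm emission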
PREPL inhibitor = PREPL enzyme inhibitors, primary screen, biochemical, fluorescence polarization | Prolyl endopeptidase-like (Homo sapiens), Q4J6C6 | recombinant PREPL, fluorescence polarization activity-based probe | inhibition, % at 5.96 µM | 320,000 tested, 0.68% active | AID 2751, 2010; in the data active = inhibition above about 43%;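 also: 0% = enzyme with DMSO and 100% = wells lacking enzyme; many of its hits are not listed in these tables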
GASC-1 inh = inhibitors of GASC-1 histone demethylase, primary screen, biochemical, fluorescence, DELFIA europium | inhibition, % at 2.35 µM | AID 2099, 2009 | 330,000 tested, 0.069% active | GST-JMJD2C(1-420) H3K9me3 demethylation;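 active = more than half of a compound's replicate wells show inhibition beyond 50%, single wells judged on their own value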;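 also: signal counts dimethyl H3K9 product captured on neutravidin plate; 0% = median of DMSO wells and 100% = 0.3 times that DMSO median; strong numbers were not always called active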
* hit, by the source's call; / = no result given; & = joins results of further samples.

Each structure is followed by: Fh CTSL1 inh	PREPL inhibitor	core dimer inh	Efflux pump inh	PP5 inh	GASC-1 inh	LYPLA2 counter	TPT1 inh	PP1 inh
(1) Cc1ccc(C)c(OCc2cc(C(=O)NC3CCN(Cc4ccccc4)CC3)no2)c1
 : 2	-7	7	0.1	2.5	-10	0	1	7
(2) COc1ccc(C2(O)C(=O)Nc3ccc(C)cc32)cc1 (stereo not given)
 : -2	-2	2	0.1	-0.5	1	-2	3	3
(3) COc1ccc(C(=O)c2ccc(CC#N)s2)cc1
 : 0	-7	11	0.0	-0.2	6	8	4	0
(4) COc1ccc(CCNC(=O)c2cc(C)oc2C)cc1
 : 4	10	-19	-1.2	0.4	41	4	-2	0
(5) CCN(C1CCCCC1)S(=O)(=O)c1ccc(S(=O)(=O)N2CCN(CCC#N)CC2)cc1
 : -2	0	1	0.1	3.5	-16&-6	-7	-2	-6
(6) NS(=O)(=O)c1ccc(CCNCC(=O)NCc2ccccc2Cl)cc1
 : -5	12	-2	0.1	0.4	-23	-3	5	-1
(7) Cc1ccc(SCCC(=O)Nc2ccccc2C(=O)NC(C)C)cc1
 : -1	10	-3	0.1	1.7	-3	1	2	4
(8) CC1CCc2cc(F)cc3c(O)c(C(=O)NCC4CCCO4)c(=O)n1c23 (stereo not given)
 : 5	12	2	-0.1	0.3	-6	3	-4	2
(9) CCCNC(=O)Cc1ncn[nH]1
 : -1	-4	0	0.0	-2.1	-5	-1	2	-2
(10) COC(=O)c1cccc(NC(=S)N2CCN(C)CC2)c1
 : -7	-2	3	-0.2	0.7	3	2	-1	-6
(11) O=C(O)/C=C/c1cn(-c2ccccc2)nc1-c1cc2ccccc2oc1=O
 : 5	11	1	-0.1	-1.9	-7	1	-2	1
(12) COc1ccccc1COCC(O)CN1CCCCC1CO (stereo not given)
 : 0	10	1	0.0	1.8	-2	1	-2	4
(13) O=C1c2ccccc2C(Nc2ccccc2)N1Cc1ccc2c(c1)OCO2 (stereo not given)
 : -1	-6	4	-0.1	0.4	14	-4	-3	-2
(14) COC(=O)c1cc(S(=O)(=O)N2CCN(Cc3ccccc3)CC2)cn1C
 : -5	-5	-12	-0.1	1.9	19	1	0	2
(15) O=C(CSc1nnc(-c2ccccn2)o1)Nc1ccccc1Cl
 : 4	-4	3	0.0	3.1	-12	1	1	1
(16) CCOc1cc(CO)cc(Br)c1OCC(=O)O
 : -3	-5	17	0.1	3.7	5	2	-2	-2
(17) Cc1cc(=O)oc2cc(OC(C(=O)O)c3ccccc3)ccc12 (stereo not given)
 : 2	0	2	1.1*	-2.1	-30	-2	1	-1
(18) Cc1cccc(C(C(N)=O)c2ncc(C(F)(F)F)cc2Cl)c1 (stereo not given)
 : -4	1	0	0.0	-2.0	-12	6	-3	-2
(19) COC(=O)c1cn(NC(=O)c2ccncc2)c(=O)c2ccccc12
 : 0	-1	-5	-0.1	-0.2	10	-2	-2	0
(20) COc1ccc(-n2ccn(CC(=O)Nc3ccc(OC)cc3OC)c(=O)c2=O)cc1
 : 0	1	-7	-0.1	-0.3	26	7	-2	2

Each structure is followed by: Fh CTSL1 inh	PREPL inhibitor	core dimer inh	Efflux pump inh	PP5 inh	GASC-1 inh	LYPLA2 counter	TPT1 inh	PP1 inh
(21) CC(C)S(=O)(=O)c1csc(C(=O)NN)c1Cl
 : -5	0	1	0.0	-0.8	3	7	0	-3
(22) Cc1cc(C)c(NC(=O)CNC(=O)c2ccccc2SCC(=O)N2CCCC2)c(C)c1
 : /	2	/	0.2	-0.7	/	-1	/	-4
(23) N#CCC(=O)Nc1ccc(C(=O)OCC(=O)Nc2ccc3ccccc3c2)cc1
 : /	-26	/	-0.1	1.1	4	-46	/	15*
(24) Cc1ccccc1C(=NC(=O)c1ccccc1)c1ccccc1
 : -38	3	15	-0.1	2.0	-12	7	-5	-5
(25) CCC1CCCCN1CCCNC(=O)Cn1cnc2sc(C)c(S(=O)(=O)N3CCC(C)CC3)c2c1=O (stereo not given)
 : 2	6	-4	-0.3	0.8	21	5	-1	0
(26) O=C(NCc1cccc(C(F)(F)F)c1)c1cccc(Cl)c1Cl
 : -4	3	-3	-0.1	4.3	0	3	-1	2
(27) COC(=O)c1sc(S(=O)(=O)NCC(=O)O)c(C(=O)OC)c1C
 : 4	3	-1	-0.2	0.4	3	7	2	-4
(28) COC(=O)CNC(=O)c1c(-c2c(Cl)cccc2Cl)noc1C
 : -1	4	5	-0.2	-0.9	-3	4	-1	-4
(29) CN(c1ccc(OCC(=O)N2CCOCC2)cc1)S(=O)(=O)c1ccc(F)cc1
 : 2	-6	1	-0.2	1.2	3	-3	-1	3
(30) CCn1ccnc1CN(C)Cc1nc(-c2ccc3c(c2)OCO3)no1
 : -5	8	-9	-0.3	1.3	1	2	-2	2
(31) COc1ccccc1NS(=O)(=O)c1ccc(O)c(NC(=S)NCC2CCCO2)c1 (stereo not given)
 : -2	16	-6	0.0	-1.5	5	6	2	3
(32) Cc1ccccc1NS(=O)(=O)c1cc(C(=O)Nc2cccc(N(C)S(C)(=O)=O)c2)ccc1C
 : -1	-2	-8	0.2	4.5	-7	-16	2	-3
(33) O=C(NCCc1ccccn1)c1ccc(OC2CCN(Cc3ccccn3)CC2)cc1
 : -4	-2	11	-0.2	4.0	4	7	-2	-5
(34) c1nc2n(n1)C1=C(CCCC1)C1(CCCCC1)N2
 : -2	3	2	-0.1	-1.1	-6	3	1	-7
(35) O=C(Nc1ccc(Cl)cc1)N1CCC(CO)(Cc2ccccc2)CC1
 : -1	-9	-3	0.1	3.5	-7	-2	0	0
(36) O=C(CCCOc1ccc(Cl)cc1Cl)NCCCn1ccnc1
 : -1	19	0	0.0	2.8	-9	-5	-4	-4
(37) O=C(N/N=C/C(Br)=C/c1ccccc1)c1cccs1
 : 2	8	-19	-0.2	1.9	41	-7	-3	1
(38) CCOC(=O)c1c(COc2ccccc2)oc2ccc(O)cc12
 : 2	4	-7	-0.1	5.5	5	-12	-1	4
(39) COC(=O)c1c(C)[nH]c(C(=O)C(C)OC(=O)C2CC(=O)N(CCc3ccccc3)C2)c1C (stereo not given)
 : /	10	/	0.2	2.6	4	4	/	0
(40) COc1ccc(SC[C@H](C)CN2CC[C@H](C(C)(C)C)CCC2=O)cc1
 : /	22	/	0.4	6.3	5	5	/	4

2 entries drawn at random from those above, as already listed:
Each structure is followed by: Fh CTSL1 inh	PREPL inhibitor	core dimer inh	Efflux pump inh	PP5 inh	GASC-1 inh	LYPLA2 counter	TPT1 inh	PP1 inh
(37) O=C(N/N=C/C(Br)=C/c1ccccc1)c1cccs1
 : 2	8	-19	-0.2	1.9	41	-7	-3	1
(25) CCC1CCCCN1CCCNC(=O)Cn1cnc2sc(C)c(S(=O)(=O)N3CCC(C)CC3)c2c1=O (stereo not given)
 : 2	6	-4	-0.3	0.8	21	5	-1	0

Carrying on:
Each structure is followed by: Fh CTSL1 inh	PREPL inhibitor	core dimer inh	Efflux pump inh	PP5 inh	GASC-1 inh	LYPLA2 counter	TPT1 inh	PP1 inh
(41) CC1=CC(C)(C)N(C(=O)CSc2nnc(-c3ccccc3)o2)c2ccc(C)cc21
 : 3	-8	3	-0.1	6.6	3	0	1	4
(42) O=C1CCCN1CCCN1CC(C(=O)N(CCO)Cc2ccccc2)CCC1=O (stereo not given)
 : 0	-5	4	0.0	2.2	2	2	-3	-2
(43) Cc1cc(N/N=C/c2c(O)ccc3ccccc23)nc(-c2ccccc2O)n1
 : 3	28	13	-0.2	5.0	15	46*	-2	-1
(44) O=C(Nc1ccccc1)c1ccccc1OCc1ccc(S(=O)(=O)N2CCOCC2)cc1
 : 1	23	1	-0.1	1.8	43	2	-6	-3
(45) Cc1c(/C=N/NC(=O)c2cc(C(C)(C)C)[nH]n2)c2ccccc2n1C
 : -3	7	2	0.1	-0.6	-20	4	-2	-4
(46) O=C(O)CNC(=O)CC1S/C(=N/N=C/c2ccccc2O)NC1=O (stereo not given)
 : 3	-7	-11	-0.1	1.9	-11	3	-4	4
(47) O=C(O)c1ccc(NS(=O)(=O)/C=C/c2ccccc2)cc1O
 : -4	9	-1	0.1	0.4	2	0	24*	1
(48) CCOc1cc(C)ccc1OCc1nnc(SCC(=O)c2cccc([N+](=O)[O-])c2)n1C
 : -2	19	15	0.0	1.6	5	3	4	4
(49) CCC1Oc2ccccc2N(CC(=O)NCCCN2CCOCC2)C1=O (stereo not given)
 : -2	-7	3	0.0	-1.2	-15	3	0	-3
(50) CC(=O)SC1CC(=O)N(c2c(C)cccc2C)C1=O (stereo not given)
 : -14	-4	-4	-0.4	0.5	-32	7	1	1
(51) O=C(CSc1nccc(-c2ccc(Br)cc2)n1)NCCc1ccccc1
 : 3	-30	15	0.2	1.6	-28	0	3	-2
(52) NC(=O)c1cccc(NC(=O)CCCCC(=O)Nc2cccc(C(N)=O)c2)c1
 : 0	-17	4	-0.2	1.4	3	6	1	0
(53) CC1CCCC(NC(=O)C2CCCN2S(=O)(=O)c2cccc3nsnc23)C1C (stereo not given)
 : 2	4	19	-0.2	-0.2	7	3	-2	-6
(54) C=C(C)C(=O)Nc1cccc(C2=NOC3(C2)C[C@@H](C(N)=O)N(C(=O)c2ccc(OC)cc2)C3)c1 (stereo not given in full)
 : -2	1	-110	0.1	0.2	-7	3	7	18*
(55) CC(NC(=O)c1cc(COc2ccccc2)on1)c1nccs1 (stereo not given)
 : 3	6	7	-0.1	-0.4	0	2	-1	-1
(56) CN(C)S(=O)(=O)NC(c1ccccc1)c1ccccc1
 : -3	11	-3	0.1	-2.2	4	-7	3	0
(57) COc1ccc(CCNC(=O)C/C(C)=N/NC(=O)c2ccc(N)cc2)cc1OC
 : -3	-5	-9	-0.1	2.2	-1	-3	-4	-1
(58) Cc1oc(-c2ccccc2F)nc1CN1CCC(C(=O)NC2CC2)CC1
 : -1	8	11	0.0	-0.2	-3	10	-4	-5
(59) O=C(CN1C(=O)NC(c2ccccc2)(c2ccccc2)C1=O)NC1CCCCC1
 : /	1	/	-0.1	0.9	/	4	/	-4

These rows are one share of the data; rates above refer to the full screens.
